Source: PubChem BioAssay
Ba/F3 V617F tox = reduced viability of JAK2V617F-dependent Ba/F3 cells, primary screen, JAK2V617F inhibitor project, cell-based, Ba/F3 EpoR-JAK2V617F, luminescence. hit rate 1.1% among 220,000. ATP luminescence. AID 1446, 2008. inhibition, % at 5.6 µM;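 active means inhibition above the campaign mean plus 3 SD over all tested compounds, cut at about 24% in these data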;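 further: cytokine-independent growth of Ba/F3 cells driven by EpoR plus mutant JAK2; 0% = DMSO-treated cells and 100% = JAK inhibitor I control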
TRPML3 agonist = human TRPML3 channel agonists, primary screen, cell-based, HEK293 TRPML3-YFP, Fluo-8 calcium fluorescence, 3 µM; Mucolipin-3 (Homo sapiens), Q8TDD5; 100% = the carbachol control signal; activation, % at 3 µM; hit rate 0.29% among 220,000; AID 1448, 2008;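 active means activation above its plate's cutoff, the mean activation of the plate's test wells plus 3 SD, cut at about 12% in these data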;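 further: 0% = DMSO only wells and 100% = carbachol wells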
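system = HEK293 cells stably carrying human TRPML3-YFP | doses = one concentration, 3 µM nominal, 0.3% DMSO | timing = dye loading 1 h 37 °C then 30 min ambient, 125 s read | detection = Fluo-8 calcium dye fluorescence, ex 470-495, em 515-575 nm | benchmarks = high control carbachol 87 µM, low control DMSO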
RBBP9 inhibitor = human RBBP9 inhibitors, primary screen, biochemical, fluorescence polarization, FP-Rh probe, HTS. Serine hydrolase RBBP9 (Homo sapiens), O75884. recombinant RBBP9. inhibition, % at 7.94 µM. hit rate 0.2% among 220,000. AID 1515, 2009;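 active means inhibition above the campaign mean of all tested compounds plus 3 SD, cut at about 14% in these data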;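 further: plate controls were DMSO wells with RBBP9 for no effect and wells lacking RBBP9 protein for full effect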
Target sequence (O75884 whole entry, looked up): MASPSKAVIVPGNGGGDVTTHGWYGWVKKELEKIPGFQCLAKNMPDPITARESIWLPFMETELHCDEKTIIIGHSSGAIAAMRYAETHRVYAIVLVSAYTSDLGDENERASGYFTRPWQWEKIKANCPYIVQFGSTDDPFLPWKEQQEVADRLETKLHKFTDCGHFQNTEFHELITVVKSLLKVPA
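Material: RBBP9 protein. Amount: RBBP9 at 2.5 µM in dispensed solution, before mixing. Schedule: 30 min then 45 min, 25 °C. Medium: Tris buffer pH 8.0, NaCl, Pluronic. Measured by: fluorescence polarization. Measure: percent inhibition from mP, scaled between DMSO and no-protein wells. Replication: one well per compound.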
Wee1 stabilizer = Wee1 degradation inhibitors, primary screen, cell-based, HeLa, Wee1K328M-luciferase, luminescence. Wee1-like protein kinase (Homo sapiens), P30291. HeLa Luc-Wee1K328M stability; 100% = proteasome inhibitor MG132 effect. reporter increase, % at 5 µM. hit rate 1.2% among 220,000;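 active means activation above the mean of all tested compounds plus 3 SD, set per screening run, cut at about 8.8% in these data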;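 further: cells exposed to compound for 20 h before luminescence read; 0% = DMSO alone and 100% = MG132 at 30 µM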
Target sequence (P30291 whole entry K328M): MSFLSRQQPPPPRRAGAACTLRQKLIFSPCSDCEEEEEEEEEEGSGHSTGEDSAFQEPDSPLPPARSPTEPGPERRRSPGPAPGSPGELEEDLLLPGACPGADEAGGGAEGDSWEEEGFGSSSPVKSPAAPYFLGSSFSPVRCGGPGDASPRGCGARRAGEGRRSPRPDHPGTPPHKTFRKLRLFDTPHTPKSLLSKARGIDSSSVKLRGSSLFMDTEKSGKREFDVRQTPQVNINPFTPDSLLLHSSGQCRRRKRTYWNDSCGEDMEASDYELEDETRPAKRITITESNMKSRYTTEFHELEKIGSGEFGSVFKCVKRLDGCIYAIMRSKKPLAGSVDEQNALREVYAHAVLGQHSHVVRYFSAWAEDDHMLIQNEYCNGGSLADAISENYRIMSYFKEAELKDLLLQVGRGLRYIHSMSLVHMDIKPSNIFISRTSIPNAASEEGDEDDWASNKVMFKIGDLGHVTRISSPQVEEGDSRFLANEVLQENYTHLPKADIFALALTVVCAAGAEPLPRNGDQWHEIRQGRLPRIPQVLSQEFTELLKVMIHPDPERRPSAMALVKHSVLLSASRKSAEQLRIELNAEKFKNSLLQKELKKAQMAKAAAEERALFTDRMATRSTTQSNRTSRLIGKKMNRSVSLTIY
zfTRPN1 agonist = zebrafish TRPN1 channel agonists, primary screen, cell-based, HEK293, calcium fluorescence; transient receptor potential cation channel N1 (TRPN1/NompC), Danio rerio; HEK293 zebrafish TRPN1-YFP, Fluo-8 calcium fluorescence; 100% = response to 87 µM carbachol; activation, % at 3 µM; hit rate 0.18% among 220,000; AID 1424, 2008;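 active means activation above its plate's cutoff, the mean activation of test wells on that plate plus 3 SD, cut at about 19% in these data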;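 further: 0% = DMSO alone and 100% = 87 µM carbachol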
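Material: zebrafish TRPN1-YFP in HEK293 cells. Doses: one dose of 3 µM, 0.3% DMSO. Incubation: dye 1 h 37 °C plus 30 min RT. Measured by: intracellular calcium fluorescence with Fluo-8.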
CHOP inhibitor = inhibitors of CHOP promoter induction, primary screen, cell-based, unfolded protein response, luciferase reporter; CHO-K1 CHOP-promoter luciferase, tunicamycin-induced, 15-18 h; hit rate 3.8% among 220,000; inhibition, % at 10 µM;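 active means compounds that reduced the stress-induced luciferase reporter signal by more than about 70% of percent inhibition, limit read from the data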;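 further: 0% = tunicamycin plus vehicle and 100% = wells without tunicamycin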
TNF necrop inh = inhibitors of TNF-alpha triggered necroptosis, primary screen, cell-based, Jurkat FADD-/-, single concentration; Jurkat FADD-/- TNF necroptosis rescue, ATP luminescence, 24 h; 0 = TNF only, 100 = no-TNF cells; activation (protection from cell death), % at 10 µM; hit rate 0.068% among 220,000; AID 463075, 2010;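 active means activation, meaning protection from cell death, of at least 50% relative to plate controls; inactive means activation below 50%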;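 further: necroptosis triggered by 40 ng/mL TNF-alpha added together with compound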
PPC-1+TRAIL kill = compounds killing PPC-1 cancer cells with TRAIL present, primary screen, TRAIL potentiator project, ATPLite luminescence, uHTS. AID 1443, 2008. PPC-1 cells + TRAIL, ATPLite viability luminescence. cell killing (% activity), % at 4 µM. hit rate 0.41% among 220,000;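 active means cell killing above 50% in the first pass at 4 µM, then a duplicate retest at 5 µM averaging 50% or more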;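 further: plate controls were cells with TRAIL plus DMSO for no effect and medium-only wells lacking cells for full effect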
BaF3 parental = parental Ba/F3 cell viability inhibition, counter-screen for JAK2V617F inhibitor project, murine pro-B, CellTiter-Glo luminescence; AID 1486, 2009; CellTiter-Glo ATP luminescence; inhibition, % at 5.6 µM; hit rate 1.1% among 220,000;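 active means inhibition above a per-campaign cutoff, the mean inhibition of all tested compounds plus 3 SD, cut at about 27% in these data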;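 further: 0% = DMSO wells and 100% = JAK Inhibitor I control wells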
Active calls of the source: *; · = not tested or not shown.

Compound	Ba/F3 V617F tox	TRPML3 agonist	RBBP9 inhibitor	Wee1 stabilizer	zfTRPN1 agonist	CHOP inhibitor	TNF necrop inh	PPC-1+TRAIL kill	BaF3 parental
Nn1c(SCC(=O)Nc2ccc(F)cc2)nnc1-c1cccnc1	1.1	-0.2	-10.4	-2.6	0.3	-2.0	-2.7	0.8	5.4
Cc1ccc(SCc2ccc(C(=O)Nc3ccccc3C(=O)NC(C)C)cc2)cc1	-3.3	1.0	-7.0	6.0	1.0	25.9	1.8	10.2	3.9
CCN1C(=O)/C(=C2/C=Cc3ccccc3N2C)OC1=S	-2.8	0.5	-5.5	-1.2	0.7	-0.2	-0.2	0.0	5.1
O=C(CSc1nc(-c2ccccc2)c(-c2ccccc2)[nH]1)Nc1ccc2c(c1)OCO2	-1.0	0.4	-3.0	2.1	-0.8	102.3*	1.8	10.3	7.7
CN(C(=O)Nc1cnc2ccccc2c1)c1ccccc1	1.9	0.6	-1.6	0.9	0.9	-15.1	1.8	1.4	8.8
CCOC(=O)C1=C(c2ccccc2)N=C2SCC(=O)N2C1c1ccc(O)c(OC)c1 (centres undefined)	5.9	-0.2	-9.9	-1.7	-0.1	11.2	-1.0	18.1	5.6
COc1ccc(CN(C(=O)c2ccco2)c2ccc(C)cc2)cc1OC	-1.5	-1.0	-7.0	-2.8	-2.2	31.4	-1.0	12.2	1.3
COc1ccccc1-c1coc2cc(OC(=O)N3CCOCC3)ccc2c1=O	-1.9	0.7	7.1	1.1	1.8	-3.1	4.7	2.2	0.5
CCn1c(SCc2ccc(F)cc2)nnc1-c1nn(-c2ccccc2)ccc1=O	-0.5	-0.2	-2.3	0.5	0.1	5.6	-1.5	22.9	3.3
CSc1nc(SCCO)c2sc3nc(-c4ccco4)c4c(c3c2n1)CC(C)(C)OC4	1.0	-0.4	-8.7	-0.3	0.9	-26.9	-1.2	23.7	2.2
CCOC(=O)C1(CCCc2ccccc2)CCN(C(=O)CN2CCOC2=O)CC1	1.8	1.2	-13.9	-0.4	0.3	7.4	-0.6	-9.1	1.0
COC(=O)c1cc(NC(=O)Nc2cccc(Cl)c2)ccc1Cl	4.0	8.2	-89.6	-2.5	15.7	94.7*	-7.9	11.3	5.4
CCOC(=O)C1(CCCc2ccccc2)CCN(C(=O)CCOC)CC1	3.2	0.2	-9.8	-0.9	0.3	-1.9	-0.3	12.0	1.1
Cn1ncc(C(=O)Nc2ccc(OC(F)(F)F)cc2)c1-n1cccc1	-1.6	0.7	4.6	1.2	0.1	-9.7	5.7	9.2	2.9
COc1ccc(-c2nc(-c3ccc(O)cc3O)cs2)cc1OC	-0.4	-0.5	-3.6	13.4*	-3.3	85.1*	5.0	3.7	3.5
CCc1cc(-c2nc(N)ncc2-c2csc(C)n2)c(O)cc1OC	-2.0	0.5	-15.6	1.2	-1.0	6.5	-1.0	2.9	-1.3
CCC(C)n1c(SCC(=O)NC(=O)c2cccn2C)nc2ccccc2c1=O (centres undefined)	4.2	0.1	-7.9	-2.5	-0.3	34.6	3.8	-12.1	3.4
O=C1NC2(CCCCCC2)C(=O)N1Cc1ccc([N+](=O)[O-])cc1	2.6	0.6	-10.4	1.6	-1.5	13.6	3.7	11.2	2.2
O=C(/C=C/c1cccs1)c1ccc(NC(=O)c2ccccc2F)cc1	2.8	0.8	-1.4	-1.3	0.2	-31.6	0.3	0.0	7.6
CC(=O)Nc1nc(CC(C)C)cc2c1c(=O)oc1ccccc12	0.3	0.3	-4.3	0.3	-0.4	4.1	-1.7	24.5	6.4
CCCOc1ccc(C(=O)O)cc1	-4.6	0.7	1.6	-1.2	-1.3	-0.3	0.9	4.6	-1.7
COc1cc(C(=O)NNC(=O)Nc2ccc([N+](=O)[O-])cc2)cc(OC)c1OC	1.1	0.5	-1.2	-0.7	0.0	-14.4	0.3	18.9	2.2
O=c1ccnc(SCCC(F)=C(F)F)[nH]1	-1.2	0.4	-10.6	1.9	0.1	-1.1	0.9	-0.8	2.2
CCOC(=O)C1=C(C)NC(SC)=NC1c1ccccc1 (centres undefined)	-4.7	0.0	-5.8	-0.2	1.5	1.1	-1.6	14.9	2.1
CN(Cc1ccccc1)CC(O)COc1ccc(CNCCc2cccnc2)cc1 (centres undefined)	2.0	1.2	-1.0	1.0	0.5	6.4	2.5	18.1	6.8
Clc1ccc(-c2nnc(-c3ccccc3)c(-c3c[nH]c4ccccc34)n2)cc1	2.5	1.1	-4.0	-3.0	1.8	19.8	2.5	4.2	1.4
CCCc1[nH]nc2c1C(c1ccc(OC(=O)N3CCOCC3)cc1)C(C#N)=C(N)O2 (centres undefined)	1.4	0.8	-9.0	3.3	0.8	32.9	-0.9	-7.6	3.2
Cc1ccc(-n2ncc(Br)c(Br)c2=O)cc1	101.2*	-0.9	-9.2	2.2	-2.7	104.8*	-15.8	20.5	106.0*
CCOC(=O)c1c(NC(C)=O)sc2c(O)c(CN3CCN(CC)CC3)ccc12	-2.1	0.8	-0.4	0.3	3.5	17.1	-3.0	1.6	8.1
CCOC(=O)c1nnc(-c2ccc(C)cc2)nc1Oc1ccccc1Cl	-1.5	0.3	0.5	-1.5	2.5	77.9*	-18.1	-1.6	8.2
COc1ccc(NC(=O)NNC(=O)c2ccc(Cl)cc2Cl)cc1OC	-0.8	0.4	-6.1	-3.0	0.1	8.4	0.7	11.3	4.2
CCOC(=O)CSc1nc2ccccc2c(=O)n1CC(C)C	2.8	-0.9	-5.0	-2.5	-1.1	-11.0	-1.1	2.9	9.0
COc1ccc(C)cc1NC(=O)C(OC(=O)c1ccc(Cl)c(S(=O)(=O)N(C)c2ccccc2)c1)c1ccccc1 (centres undefined)	-2.4	0.7	-0.8	1.6	-0.2	-7.0	3.8	-0.1	2.5
CC1=C(C(N)=O)C(c2cccs2)n2nc(-c3cccc(C)c3)nc2N1 (centres undefined)	-4.0	0.1	-7.1	0.3	0.1	2.9	-5.4	·	0.4
COc1ccccc1N1C(=O)C2C(c3ccccc3F)NN(C(=O)c3ccc(C)cc3)C2C1=O (centres undefined)	-3.5	0.1	3.4	-0.8	1.4	-8.8	0.4	14.1	7.2
CCN1CCN(C(=O)Cn2nc(-c3ccc(Cl)cc3)ccc2=O)CC1	2.3	0.0	-12.9	-1.6	0.5	-5.8	0.2	-2.9	3.4
O=C(OCc1ccc(Cl)c(Cl)c1)c1cnccn1	1.8	-0.1	-8.3	7.2	-0.3	41.6	2.2	0.5	8.5
S=C(NCCc1cnc[nH]1)NC1CCCC1	-2.0	0.8	-4.3	1.7	2.0	38.9	0.3	4.1	2.4
CC1CCCC(C)N1C(=O)CSc1nnc(CSc2ncccn2)n1C (centres undefined)	-0.7	0.8	-4.0	0.7	1.4	-4.2	0.0	-15.4	11.6
O=C(c1ccc(F)cc1)N1CCN2C(=O)c3ccccc3C12c1ccc(Cl)cc1 (centres undefined)	10.2	-0.2	-9.3	1.1	-0.2	-52.9	-4.2	15.5	8.3
NC(=O)C1(NC(=O)[C@@H]2CC3(CC(c4cccc(NC(=O)[C@@H]5CCC(=O)N5)c4)=NO3)CN2C(=O)c2cnccn2)CC1 (some centres undefined)	2.0	0.8	-6.1	1.8	0.6	1.5	-2.3	27.1	1.0
CCn1c(CNC(=O)Cc2ccc(OC)cc2)n[nH]c1=S	0.3	0.0	-2.4	0.9	0.5	7.9	1.4	16.0	2.9
Cc1cc(Nc2c(C)n(C)n(-c3ccccc3)c2=O)n2c(nc3ccccc32)c1C#N	-4.7	0.2	-4.6	0.0	-0.2	5.3	-2.4	19.5	2.6
O=C(CSc1ccccc1F)NC(=O)NCc1ccco1	0.9	-0.8	-14.2	0.2	1.2	13.9	1.1	18.7	7.3
COc1ccc(CNC(=O)COC(=O)c2cc(-c3cccs3)nc3ccccc23)cc1OC	-2.5	-0.1	-2.6	-1.3	0.6	40.6	-0.4	21.6	3.7
CNc1ccc(Br)cc(C(=O)/C=C/c2cc(OC)ccc2OC)c1=O	-0.1	-0.2	11.1	0.9	0.1	-32.3	-11.0	39.8	-0.9
